Rat MKP-3 inhibitors – MKP-3 phosphatase inhibitors, primary screen, biochemical, rat enzyme, in vitro (AID 425); recombinant MKP-3 phosphatase activity, fluorescence; higher % means a stronger effect; inhibition, % at 20 µM, or IC50 in µM where a hit was titrated; 110,000 tested, 0.17% active; in the data active means inhibition above about 50%;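 further: plate controls were vehicle for no effect and reference inhibitor for full effect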
Hsp70 displacement – Hsp70 inhibitors, probe displacement, primary screen, biochemical, fluorescence polarization (AID 583) | Hsp70 fluorescence polarization probe displacement, mP; higher % means a stronger effect | one-dose displacement, % at 20 µM; IC50 in µM for titrated hits | 140,000 tested, 0.06% active; in the data active means displacement above about 50%;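 further: plate controls were vehicle for no effect and reference ligand for full effect; a part of the inactive calls stands beside numbers as strong as those of hits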
Active calls of the source: *; . = not tested or not shown; & = joins results of further samples. Only part of the results is shown; the hit share may differ from the screen's.

SMILES | Rat MKP-3 inhibitors | Hsp70 displacement
O=C1CC(n2ccnc2)C(=O)N1c1ccccc1 (configuration not stated) | 1% | -2.2%
COc1ccc(C2=NN(CN3C(=O)C(=O)c4cc(Br)ccc43)C(c3ccccc3)C2)cc1 (configuration not stated) | 6% | -5.1%
O=C(Nc1ccc(OCc2ccccc2)cc1)c1cncc(Br)c1 | -1% | 5.4%
O=[N+]([O-])c1ccc(-n2nncc2-c2ccccc2)cc1 | 3% | -3.0%
O=C(c1cccc(N2C(=O)C3C4C=CC(C4)C3C2=O)c1)c1cccc(N2C(=O)C3C4C=CC(C4)C3C2=O)c1 (configuration not stated) | -3% | 7.6%
CCN=C1SC(CC(=O)Nc2ccc(C)cc2)C(=O)N1CC (configuration not stated) | -3% | 0.6%
CN(C(=O)c1cccnc1)c1nnc(-c2cnccn2)s1 | 5% | -2.3%
COc1ccccc1-c1nnc(NC(=O)c2ccccc2F)o1 | 5% | -0.4%
CCN(CC)c1ccc(N2C(=O)/C(=C/c3ccc(Cl)cc3)SC2=S)cc1 | 2% | -3.6%
Cc1cccn2c(=O)c3cc(C(=O)NC(C)c4ccccc4)c(=N)n(CCCn4ccnc4)c3nc12 (configuration not stated) | 0% | 10%
CCNC(=O)CN(c1ccccc1)S(=O)(=O)c1ccc(Cl)cc1 | . | -5.1%
O/N=C(/CCc1ccccc1)C1(O)CCCCC1 | . | 1.9%
CCn1c(CNC(=O)c2cccc(C)c2)nnc1SCC(=O)NC1CCCCC1C (configuration not stated) | . | -3.3%
COC(=O)c1ccccc1NC(=O)c1cc2ncc(Br)cn2n1 | 4% | 6.2%
CCC(C)N(C(=O)c1csnn1)C(C(=O)NC(C)(C)C)c1ccccc1 (configuration not stated) | . | -2.0%
Cc1cccc(C(=O)N2CCCCCC2)c1 | 3% | 1.9%&5.4%
Cc1nc2ccccc2nc1N1CCCCC1 | -4% | 2.0%
Cn1c(COc2ccc3ccccc3c2)nc2ccccc21 | 2% | -2.1%
Nc1ccc(-c2ccc(N)cc2C(F)(F)F)c(C(F)(F)F)c1 | 1% | 0.9%
COc1cccc2cc(C(=O)N3CCN(C(=O)c4ccccc4)CC3)c(=O)oc12 | . | -1.1%
Cc1cc(C(=O)NC2CCCc3ccccc32)no1 (configuration not stated) | -2% | 2.1%
CC1CCc2c(sc(NC(=O)CCCOc3ccc(Cl)cc3Cl)c2C(N)=O)C1 (configuration not stated) | 5% | 1.4%
CCOC(=O)c1c(C)n(-c2ccc(OC)cc2)c2ccc(O)cc12 | 2% | -1.9%
CCCCNC(=O)c1sc2nc(C)cc(COC)c2c1-n1cccc1 | 10% | 2.4%
Cc1ccc(C)n1-n1cnc2sc3c(c2c1=O)CCC3 | -3% | -3.6%
O=C(CN1C(=O)/C(=C/c2ccccc2Cl)SC1=S)Nc1cccc(C(=O)O)c1 | 1% | -2.4%
Cc1[nH]nc2c1-c1nc3ccccc3nc1C(C)(C)C2 | -15% | 0.9%
CCOC(=O)Nc1c(C(=O)OC)[nH]c2cccc(OC)c12 | -12% | 0.5%
CN(C(=O)c1ccco1)c1nc2c(s1)CCCC2 | . | 5.4%
Cc1cc(OCC(=O)N2CCC(C(N)=O)CC2)ccc1Br | 0% | -2.1%
COc1cccc(NC(=O)Nc2cccn(Cc3ccccc3)c2=O)c1 | . | -4.4%
CCS(=O)(=O)CCSc1nc2ccccc2s1 | -2% | 1.9%
c1cc(-c2nnc3n2CCCCC3)ccn1 | 0% | 4.0%
CC(C)CNC(=O)CSc1nnc(-c2ccccn2)n1Cc1ccccc1 | 2% | 6.2%
CCC(=O)Oc1cccc(C(=O)Nc2ccc(-c3nnc(-c4ccco4)o3)cc2)c1 | -2% | -3.7%
c1ccc2oc(-c3ccc(NCc4ccc5c(c4)OCO5)cc3)nc2c1 | 3% | 3.7%
CC(=O)c1ccc2c(c1)N(C)c1ccccc1S2 | . | -2.0%
CC(C)CC(=O)Nc1ccccc1-c1nnn(CC(=O)N2CCOCC2)n1 | -6% | -1.7%
NC(=O)CN1CCN(C(=O)Nc2ccccc2)CC1 | -14% | 0.7%
Cc1c(NS(=O)(=O)c2cccc3c2C(=O)c2ccccc2C3=O)c(=O)n(-c2ccccc2)n1C | 0% | 3.0%

Three records picked at random from the list so far, as already listed:
SMILES | Rat MKP-3 inhibitors | Hsp70 displacement
O=[N+]([O-])c1ccc(-n2nncc2-c2ccccc2)cc1 | 3% | -3.0%
CCOC(=O)c1c(C)n(-c2ccc(OC)cc2)c2ccc(O)cc12 | 2% | -1.9%
CC1CCc2c(sc(NC(=O)CCCOc3ccc(Cl)cc3Cl)c2C(N)=O)C1 (configuration not stated) | 5% | 1.4%

(list continues)
SMILES | Rat MKP-3 inhibitors | Hsp70 displacement
Cc1ccc(NC(=O)C2CCCN2C(=O)NC2CCCCC2)c(C)c1 (configuration not stated) | . | -0.8%
CCCCOc1ccc(C2C(C#N)=C(N)OC3=C2C(=O)CC(C)(C)C3)cc1 (configuration not stated) | 6% | 6.1%
CC1(C)C(c2ccco2)=[N+]([O-])C2(CCCCC/C2=N\O)N1O (configuration not stated) | 4% | -1.4%
CN(C)S(=O)(=O)c1ccc(NC(=O)c2cccnc2)cc1 | . | -3.8%
COc1ccc2nc(NC(C)=O)sc2c1 | 0% | 3.6%&1.8%
Cc1ccc(C(C)C)cc1OCC(=O)N=Nc1c(O)n(C)c2ccccc12 | -2% | 3.2%
O=C(c1cc(N2CCOCC2)c(F)cc1[N+](=O)[O-])N1CCOCC1 | -4% | -1.7%
Cc1ccccc1N=C1Nc2ccccc2CS1 | 1% | -0.3%
COc1ccc(/C=N/NC(=O)c2ccncc2)cc1Br | 0% | 0.9%
O=C1NC(=O)c2c(NC(=O)C3CCCO3)cccc21 (configuration not stated) | -13% | 3.0%
Cc1cc(C)c2nc(-c3ccccn3)cc(C(=O)Nc3cc(C)on3)c2c1 | -4% | 0.6%
O=C(Nc1ccc(Cl)cn1)C1CCCN1S(=O)(=O)c1ccc(Cl)cc1 (configuration not stated) | -5% | -1.9%
COc1ccc(-n2nc3cc(C)c(NC(=O)/C=C/c4ccccc4)cc3n2)cc1 | -8% | -0.1%
COc1ccccc1OCC(=O)Nc1ccccn1 | 0% | -2.1%
O=C(O)CSc1nnc(-c2sc3ccccc3c2Cl)n1-c1ccccc1 | 4% | -2.6%
CN1CCN(Cn2c(O)c(N=NC(=O)c3cccnc3)c3cc(Br)ccc32)CC1 | 1% | -3.2%
O=C1NC(=O)/C(=C\c2cccc([N+](=O)[O-])c2)S1 | 2% | 11%
COc1ccc(-c2ccc(/C=C/C(=O)c3ccc(C)cc3)o2)cc1 | 3% | -66%
CCOC(=O)C(C)Oc1ccc(C2NC(=O)NC(C)=C2C(=O)Nc2ccccc2C)cc1 (configuration not stated) | -1% | -0.5%
CCOc1cc(C=C2C(=O)NC(=O)NC2=O)ccc1OCCOc1ccc(C(C)(C)C)cc1 | 0% | -3.4%
O=C(Nc1ccc(Cl)cn1)C1CCCN1S(=O)(=O)c1ccccc1 (configuration not stated) | -11% | -0.4%
COC(=O)C1=C(C)OC(N)=C(C#N)C1c1c(C)nn(-c2ccccc2)c1Cl (configuration not stated) | -10% | -2.0%
Oc1ccc(CN2CCN(c3ccccc3)CC2)c2cccnc12 | . | -1.3%
CC(C)(C)c1ccc(OCC(=O)NCCO)cc1 | 1% | 3.7%
COC(=O)c1cn(-c2ccccc2)c(C)c1C(=O)OC | . | 7.5%
Cc1cc(C(=O)Nc2sc3c(c2C#N)CCC(C(C)(C)C)C3)no1 (configuration not stated) | -6% | 4.2%
O=C(c1cc(-c2cccs2)on1)N1CCN(c2ccccc2)CC1 | 12% | -1.5%
CC1CCCCN1Cc1nc2ccccc2c(=O)[nH]1 (configuration not stated) | . | 0.4%
O=C(CC(c1ccccc1)c1ccccc1)N1CCCCC1 | -4% | 0.5%
Cc1ccc(NC(=O)COC(=O)CCc2c[nH]c(=O)[nH]2)cc1 | 6% | 10%
O=C(Nn1cnnc1)C1CCCN1S(=O)(=O)c1ccc(F)cc1 (configuration not stated) | . | -0.7%
CC(C)(C)NS(=O)(=O)c1cccc(S(=O)(=O)c2cccc(S(=O)(=O)NC(C)(C)C)c2)c1 | 4% | -2.8%
FC(F)(F)C1=CC(c2ccccc2)=NCCN1 | . | -1.9%
CCS(=O)(=O)c1ccc2oc(SCC(=O)N3c4ccccc4CC3C)nc2c1 (configuration not stated) | . | 3.1%
CCOC(=O)c1cccnc1SCC(=O)NCc1ccccc1 | . | 0.2%
Cn1c(=O)n(Cc2ccc(Cl)cc2)c(=O)c2c1nc1n2CCN1Cc1ccco1 | -5% | -2.1%
CCOC(=O)c1ccccc1NS(=O)(=O)c1ccccc1 | -14%&0% | -2.4%&4.4%
Cc1cc(C)cc(N2C(=O)NC(=O)/C(=C\c3cccc(O)c3)C2=O)c1 | 5% | -6.7%
CCN(CC(=O)NC1CCCCC1)S(=O)(=O)c1ccc(Cl)cc1 | -5% | 6.1%
COc1ccc(C(c2nnnn2Cc2cccs2)N2CCN(c3ccccc3F)CC2)cc1 (configuration not stated) | -6% | 6.3%
Cc1ccc(OCCCSc2ncccn2)cc1C | . | 3.6%
CC1(C)Oc2ccc3ccc(=O)oc3c2/C(=C/N2CCCCC2)C1=O | 2% | 2.2%
COc1cccc(C(=O)NNC(=O)COc2ccc(C(C)(C)C)cc2)c1 | 5% | 0.9%
Cc1ccc(-n2ncc(-c3nnc(SCC(=O)NC4CCCC4)o3)c2N)cc1C | -1% | -3.3%
COc1ccc(CC(=O)NCC2CCCO2)cc1OC (configuration not stated) | 1% | -0.9%
O=C(CCN1CCN(CC(=O)Nc2ccccc2F)CC1)Nc1ccccc1F | 0% | 1.7%
Cc1cc(OC2CCCCC2)nc(-c2ccccc2O)n1 | -4%&-3% | 0.4%&0.5%
COc1c(Cl)cc(C(=O)Nc2ccc(Cl)cn2)cc1Cl | -2% | -6.0%&5.9%
CN1CCN(c2ccc([N+](=O)[O-])c(NCCOc3ccc(C(C)(C)C)cc3)c2)CC1 | 0% | 0.8%
CCn1c(Cc2ccccc2)nnc1SCC(=O)Nc1nccs1 | -2% | 11%
O=C(CSc1nc2cc3ccccc3cc2[nH]1)Nc1ccc(F)cc1 | . | 1.2%
COC(=O)c1c(S(N)(=O)=O)c2ccccc2n1C | -12% | -0.7%
Cc1cccc(-c2noc(CCC(=O)NCC3CCCO3)n2)c1 (configuration not stated) | . | 9.4%
Cc1ccccc1NC(=O)Cc1ccccc1 | . | 0.2%
NCCc1nnc(SCc2ccccc2F)o1 | -3% | 2.6%
CC(C)(C)NC(=O)CSc1ncnc2c1nnn2Cc1ccccc1Cl | 7% | -0.6%
NC(=S)N/N=C(/Cc1ccccc1)c1ccc(-c2ccccc2)cc1 | 0% | 2.9%
C=CCC1(N(CCc2ccccc2)C(C)=O)CCCCC1 | 0% | 3.6%
Cc1n[nH]c(C)c1CCCCOc1ccccc1 | -2% | -2.6%
Fc1cccc(Cl)c1C=NN1CCN(c2ccc(Cl)cc2)CC1 | 2% | 2.9%

Single records, as listed above. Screens in order: Rat MKP-3 inhibitors, Hsp70 displacement
Profile of O=C(CSc1nc2cc3ccccc3cc2[nH]1)Nc1ccc(F)cc1 : ., 1.2%
Profile of C=CCC1(N(CCc2ccccc2)C(C)=O)CCCCC1 : 0%, 3.6%
Profile of COc1c(Cl)cc(C(=O)Nc2ccc(Cl)cn2)cc1Cl : -2%, -6.0%&5.9%

(more compounds)
SMILES | Rat MKP-3 inhibitors | Hsp70 displacement
CCC1=NN(C(=O)c2ccccc2O)C(O)(c2ccncc2)C1 (configuration not stated) | 1% | 0.4%
Cc1ccc(S(=O)(=O)NC2CCCCCCC2)cc1 | 0% | -0.4%
O=C(NCc1cccnc1)C1CCN(C(=O)c2ccc(Cl)cc2Cl)CC1 | -1% | 7.8%
Cc1cc(=O)oc2c1ccc1oc(/C(=N/O)c3ccccc3)c(C)c12 | -2% | -4.7%
Cc1ccccc1N1CCN(C(=O)C2CCCCC2)CC1 | 0% | -2.8%
CSCC[C@H](NC(=O)CCn1nnc2ccccc2c1=O)C(=O)O | 2% | 1.2%
CN(C)c1ccc(C(=O)OCC(=O)c2cccs2)cc1 | -5% | 5.2%
CCOC(=O)N1CCN(C(=O)CSCC(=O)Nc2nc(-c3ccccc3)cs2)CC1 | . | 1.3%
Cc1ccc(C)n1NC(=O)c1ccc(O)cc1 | . | 4.3%
O=C(NCN1C(=O)C2C3C=CC(C3)C2C1=O)Nc1ccccn1 (configuration not stated) | -6% | -6.2%
O=C(NCc1cccnc1)c1cnn2c1NC(c1ccc(F)cc1)CC2C(F)(F)F (configuration not stated) | -2% | -5.1%
CN(c1ccccc1C(=O)NCC1CCCO1)S(C)(=O)=O (configuration not stated) | -7% | -0.2%
COc1ccc(NC(=O)Cn2nnc(-c3ccccc3NC(=O)c3ccco3)n2)cc1 | -6% | 3.0%
CCN(CC)CCNc1nc2cc(OC)c(OC)cc2c2nc(-c3ccccc3)nn12 | . | 1.2%
Cc1ccc(Nc2ncccc2C(=O)O)cc1C | -9% | 7.6%
CCOC(=O)NC(Nc1ccc(C)cn1)(C(F)(F)F)C(F)(F)F | 1% | -2.2%

Structural class: the compounds so far containing a cyano group (3)
SMILES | Rat MKP-3 inhibitors | Hsp70 displacement
CCCCOc1ccc(C2C(C#N)=C(N)OC3=C2C(=O)CC(C)(C)C3)cc1 (configuration not stated) | 6% | 6.1%
COC(=O)C1=C(C)OC(N)=C(C#N)C1c1c(C)nn(-c2ccccc2)c1Cl (configuration not stated) | -10% | -2.0%
Cc1cc(C(=O)Nc2sc3c(c2C#N)CCC(C(C)(C)C)C3)no1 (configuration not stated) | -6% | 4.2%

Screens deposited in PubChem by Sanford-Burnham Center for Chemical Genomics.
